KDM5B inh: inhibitors of human KDM5B histone demethylase; Q9UGL1; KDM5B demethylase, FDH-coupled NADH fluorescence (FDH is formaldehyde dehydrogenase); Potency, µM (top dose mostly 57.7 µM), without a hit: top-dose activity change, negative = inhibition, usual class: inhibitors; hit rate 2.6% among 220,000; AID 1347165; active = well fitted inhibition curve with a large enough effect; inconclusive = small, poorly fitted or top-dose-only effect; inactive = no such curve, though single readings can be large or run the other way; also: 0% is about no effect; nearly all actives have a fitted effect of over 70% in size
Target sequence (Q9UGL1 whole entry, looked up): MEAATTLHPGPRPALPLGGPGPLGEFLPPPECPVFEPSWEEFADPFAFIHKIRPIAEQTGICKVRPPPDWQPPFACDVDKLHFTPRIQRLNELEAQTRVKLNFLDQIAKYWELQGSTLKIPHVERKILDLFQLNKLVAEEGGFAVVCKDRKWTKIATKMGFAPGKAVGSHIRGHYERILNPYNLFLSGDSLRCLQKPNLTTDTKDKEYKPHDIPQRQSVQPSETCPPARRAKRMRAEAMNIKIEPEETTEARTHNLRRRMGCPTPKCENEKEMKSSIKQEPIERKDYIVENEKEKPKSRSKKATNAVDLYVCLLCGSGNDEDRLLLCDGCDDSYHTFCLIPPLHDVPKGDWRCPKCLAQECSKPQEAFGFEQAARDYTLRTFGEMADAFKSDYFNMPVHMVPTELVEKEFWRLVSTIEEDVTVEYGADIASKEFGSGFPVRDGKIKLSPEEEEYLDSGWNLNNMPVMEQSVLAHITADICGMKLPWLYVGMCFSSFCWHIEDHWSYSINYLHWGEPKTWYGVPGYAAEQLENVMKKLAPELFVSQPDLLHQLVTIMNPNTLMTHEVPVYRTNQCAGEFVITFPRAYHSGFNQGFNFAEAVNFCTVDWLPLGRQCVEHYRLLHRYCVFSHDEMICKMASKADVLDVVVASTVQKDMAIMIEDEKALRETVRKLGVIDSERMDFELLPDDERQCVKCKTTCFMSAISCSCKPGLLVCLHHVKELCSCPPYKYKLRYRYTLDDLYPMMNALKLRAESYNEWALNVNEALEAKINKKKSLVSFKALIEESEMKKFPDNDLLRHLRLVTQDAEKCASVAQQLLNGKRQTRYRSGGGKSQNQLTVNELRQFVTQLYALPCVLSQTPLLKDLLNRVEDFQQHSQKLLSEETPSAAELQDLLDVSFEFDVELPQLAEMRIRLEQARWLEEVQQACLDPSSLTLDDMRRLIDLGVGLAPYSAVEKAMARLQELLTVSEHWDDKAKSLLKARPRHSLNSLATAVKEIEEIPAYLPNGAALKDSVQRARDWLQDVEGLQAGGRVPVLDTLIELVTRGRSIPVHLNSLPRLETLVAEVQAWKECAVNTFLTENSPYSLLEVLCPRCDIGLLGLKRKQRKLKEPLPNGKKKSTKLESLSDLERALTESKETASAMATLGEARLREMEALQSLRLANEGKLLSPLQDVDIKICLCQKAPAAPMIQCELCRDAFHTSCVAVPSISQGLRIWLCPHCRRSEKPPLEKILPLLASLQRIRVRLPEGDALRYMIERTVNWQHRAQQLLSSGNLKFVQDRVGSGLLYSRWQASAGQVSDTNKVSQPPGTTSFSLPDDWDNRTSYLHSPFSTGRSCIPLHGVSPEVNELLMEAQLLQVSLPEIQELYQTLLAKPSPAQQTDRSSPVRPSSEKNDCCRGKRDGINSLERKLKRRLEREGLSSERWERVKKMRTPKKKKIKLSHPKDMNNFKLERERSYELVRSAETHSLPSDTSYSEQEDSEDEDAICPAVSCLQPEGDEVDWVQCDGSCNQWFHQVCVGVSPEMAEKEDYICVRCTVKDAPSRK
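Coupled FDH/NAD⁺ fluorescence readout. KDM5BΔAP 200 nM final; compound titration, 10 min RT preincubation; substrate mix 12.5 µM H3K4me3, 25 µM 2-OG, 50 µM Fe(II), 100 µM ascorbate, 0.25 mM NAD⁺, 0.25 U/mL FDH; ΔRFU over 30 min.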
* = called active by the depositor; [ ] = remark or other dose. Potency is read from the fitted curve at half-maximal effect. Some of the compounds tested; the hit share may differ from the screen's.

Start of the data: the first 15 records, ahead of the listing:
For Cc1cccc(N/C=C/C(=O)c2ccc([N+](=O)[O-])cc2)c1 the results were KDM5B inh -9%.
For Cc1cccc(OCc2ccc(-c3nc(C#N)c(N4CCN(c5ccccc5)CC4)o3)o2)c1 the results were KDM5B inh inconclusive.
`Cc1cc2cccc(C(=O)N[C@H]3CCOC[C@H]3C3CCOCC3)c2o1` gave KDM5B inh inconclusive.
For Cn1nc2n(c1=O)CCN(C1CCOCC1)CC2 the results were KDM5B inh -20%.
For COc1ccc(-c2c3c(nc4sc(C(=O)Nc5cccc(OC)c5)c(N)c24)CC(C)(C)CC3=O)cc1 the results were KDM5B inh 8%.
Screening CCOc1ccc2c(n1)CCN(C(=O)c1ccc(OC)nc1OC)C2 returned KDM5B inh inconclusive.
`Cc1csc2nc(CCNS(=O)(=O)c3ccc(F)cc3)cn12` gave KDM5B inh -14%.
`CCOC(=O)c1ccc(NC(=O)COc2cc(C)c(Cl)c(C)c2)cc1` gave KDM5B inh 0%.
Screening c1ccc(-c2nc(C3CCOCC3)nn2CC2COCCO2)cc1 (stereo unspecified) returned KDM5B inh -6%.
Screening CCc1[nH]c(C(=O)OCC(=O)NC2CCCC2)c(C)c1C(=O)OC returned KDM5B inh -15%.
N#Cc1ccc(CSc2nc3c(c(=O)[nH]2)CCC3)cc1 was read as KDM5B inh -8%.
Screening CN1CCC(=NNC(=O)C(=O)NCCc2ccccc2)CC1 returned KDM5B inh 48%[activator].
Screening CCOc1cccc(NC(=O)C2CC(=O)N(C)C(=Nc3ccc(F)cc3)S2)c1 (stereo unspecified) returned KDM5B inh -30%.
For CCCCCCn1c(SCC(=O)Nc2ccccc2)nc2c1c(=O)n(C)c(=O)n2C the results were KDM5B inh 6%.
For Cc1nc2cc(NS(=O)(=O)c3ccccc3Cl)ccc2o1 the results were KDM5B inh -9%.

Main list, from the first entry:
For Cc1cccc(N/C=C/C(=O)c2ccc([N+](=O)[O-])cc2)c1 the results were KDM5B inh -9%.
For Cc1cccc(OCc2ccc(-c3nc(C#N)c(N4CCN(c5ccccc5)CC4)o3)o2)c1 the results were KDM5B inh inconclusive.
`Cc1cc2cccc(C(=O)N[C@H]3CCOC[C@H]3C3CCOCC3)c2o1` gave KDM5B inh inconclusive.
For Cn1nc2n(c1=O)CCN(C1CCOCC1)CC2 the results were KDM5B inh -20%.
For COc1ccc(-c2c3c(nc4sc(C(=O)Nc5cccc(OC)c5)c(N)c24)CC(C)(C)CC3=O)cc1 the results were KDM5B inh 8%.
Screening CCOc1ccc2c(n1)CCN(C(=O)c1ccc(OC)nc1OC)C2 returned KDM5B inh inconclusive.
`Cc1csc2nc(CCNS(=O)(=O)c3ccc(F)cc3)cn12` gave KDM5B inh -14%.
`CCOC(=O)c1ccc(NC(=O)COc2cc(C)c(Cl)c(C)c2)cc1` gave KDM5B inh 0%.
Screening c1ccc(-c2nc(C3CCOCC3)nn2CC2COCCO2)cc1 (stereo unspecified) returned KDM5B inh -6%.
Screening CCc1[nH]c(C(=O)OCC(=O)NC2CCCC2)c(C)c1C(=O)OC returned KDM5B inh -15%.
N#Cc1ccc(CSc2nc3c(c(=O)[nH]2)CCC3)cc1 was read as KDM5B inh -8%.
Screening CN1CCC(=NNC(=O)C(=O)NCCc2ccccc2)CC1 returned KDM5B inh 48%[activator].
Screening CCOc1cccc(NC(=O)C2CC(=O)N(C)C(=Nc3ccc(F)cc3)S2)c1 (stereo unspecified) returned KDM5B inh -30%.
For CCCCCCn1c(SCC(=O)Nc2ccccc2)nc2c1c(=O)n(C)c(=O)n2C the results were KDM5B inh 6%.
For Cc1nc2cc(NS(=O)(=O)c3ccccc3Cl)ccc2o1 the results were KDM5B inh -9%.
`COC(=O)c1cc(S(=O)(=O)N2CCN(c3cccc(C)c3)C(C)C2)cn1C` (stereo unspecified) gave KDM5B inh 8%.
CCCCN(C(=O)c1cc(CC)c(C)s1)c1c(N)n(CCC)c(=O)[nH]c1=O was read as KDM5B inh 11%.
For Brc1ccc(-c2noc(C34CC5CC(CC(C5)C3)C4)n2)cc1 the results were KDM5B inh -14%.
For COc1ccc(CNC(=O)C2(c3ccc(NC(C)=O)cc3)CCC2)cc1 the results were KDM5B inh 7%.
For COCCNC(=O)[C@H]1C[C@H](Oc2ccccc2)CN1C(=O)COC the results were KDM5B inh 19%.
`CCOc1ccccc1CN1CCC2(CCN(CCC(C)C)CC2)Oc2ccccc21` gave KDM5B inh inconclusive.
For O=C(Nc1cccc(C(=O)O)c1O)c1ccco1 the results were KDM5B inh -2%.
Cc1ccc(-n2nc(CO)c(C(=O)NCCC(C)C)n2)cc1C was read as KDM5B inh inconclusive.
For COc1ccccc1NC(=O)CC1C=CCC1 (stereo unspecified) the results were KDM5B inh 4%.
`CC(C)c1ccc(CN2CCc3ncc(C(=O)NCc4ccccc4)n3CC2)cc1` gave KDM5B inh -11%[86.2 µM].
Screening CCOc1ccc2c(=O)c(-c3ccccc3OC)c(C(F)(F)F)oc2c1 returned KDM5B inh -3%.
CSc1ccc(CCNC(=O)c2ccc(CS(=O)(=O)c3ccc(Br)cc3)o2)cc1 was read as KDM5B inh -13%.
For S=C(NCc1ccc(Cl)cc1)C1CCCCC1 the results were KDM5B inh -9%.
Screening CCOc1cc(/C=C2/NC(=O)NC2=O)cc(I)c1OCc1ccc(C(=O)O)cc1 returned KDM5B inh 5%.
For O=C(NNC(=O)C1CCC(c2ccccc2)CC1)c1ccccc1Cl (stereo unspecified) the results were KDM5B inh 24%.
Screening Cc1cccc(C(=O)Nc2ccc(N3CCN(c4ccc(C(F)(F)F)cn4)CC3)nc2)c1 returned KDM5B inh 6%.
`CCn1c(SCC(=O)Nc2ccc(C(C)=O)cc2)nc2c(-c3ccccc3)csc2c1=O` gave KDM5B inh -4%.
For O=C(NC1CC1)c1cn(-c2ccccc2)nc1-c1cccnc1 the results were KDM5B inh 17%.
`O=C(Cn1nc2c(cc1=O)CCCCC2)NC1CCS(=O)(=O)C1` (stereo unspecified) gave KDM5B inh -9%.
CN1CC(=O)N(c2ccccc2)Cc2c(NCc3cccc(C(F)(F)F)c3)ncnc21 was read as KDM5B inh -20%.
For Cc1cn2nc(C(=O)NCc3ccccc3)cc2c(=O)[nH]1 the results were KDM5B inh inconclusive.
Screening CCCn1c(=O)c2sccc2n2c(CCCC(=O)N3CCN(c4ccccc4OC)CC3)nnc12 returned KDM5B inh 0%.
For N#CC1CCCc2c1[nH]c1ccc([N+](=O)[O-])cc21 (stereo unspecified) the results were KDM5B inh -28%.
For Cc1c(NC(=O)Nc2ccc(C#N)cc2)c(=O)n(-c2ccccc2)n1C the results were KDM5B inh -24%.
`O=C(NC1CCCC1)N1CCC(Oc2ccccc2-c2nc(-c3ccncc3)no2)C1` (stereo unspecified) gave KDM5B inh -1%.
Screening c1ccc(C2c3[nH]c4ccccc4c3CCN2Cc2cccn2-c2ccccn2)nc1 (stereo unspecified) returned KDM5B inh -1%.
For NC(=O)c1ccc(COC(=O)c2cc(S(N)(=O)=O)ccc2Cl)cc1 the results were KDM5B inh 7%.
`COc1ccc2cc(S(=O)(=O)N3CCCC3)c(=O)oc2c1` gave KDM5B inh -6%.
CCS(=O)(=O)NCCc1ncc(C)n1CCOC was read as KDM5B inh 9%.
CCc1ccc(S(=O)(=O)Nc2cccc(-c3ccc(OC)nn3)c2)s1 was read as KDM5B inh -13%.
`CC(C)(C)C(CN1CCCC1)OC(=O)c1ccccc1` (stereo unspecified) gave KDM5B inh 23%.
For Cc1ccc(/C(O)=C2\C(=O)C(=O)N(CCCO)C2c2ccccc2)cc1 (stereo unspecified) the results were KDM5B inh 3%.
Screening COCCOc1ccnc(-c2noc([C@@H]3CCCN3Cc3ccncc3)n2)c1 returned KDM5B inh inconclusive.
Screening Cc1ccccc1NC(=O)c1c(NC(=O)c2ccccc2)sc2c1CCC2 returned KDM5B inh -28%.
For Cc1cnc2c(S(=O)(=O)NCCCNS(C)(=O)=O)cccc2c1 the results were KDM5B inh 17%.
`O=C1Cc2cc(C(=O)CSc3nnc(-c4ccc(O)cc4)o3)c(Cl)cc2N1` gave KDM5B inh -12%.
For COc1ccc(OCCNC(=O)c2cnc3ccccc3n2)cc1 the results were KDM5B inh 6%.
Screening CC(=O)c1ccc(OCCOc2ccccc2Cl)cc1 returned KDM5B inh -17%.
COC(=O)c1ccc(Nc2cc(C)nc3ccccc23)cc1 was read as KDM5B inh -5%.
For Cc1ccc(-c2csc3ncn(CC(=O)c4cc(C)n(C)c4C)c(=O)c23)s1 the results were KDM5B inh -24%.
Screening COCc1nc(CCNC(=O)c2cc(C)[nH]n2)no1 returned KDM5B inh 6%.
C/C(=N/NC(=O)CC#N)c1ccc(C)cc1C was read as KDM5B inh inconclusive.
`O=C(CC1CCCN(c2cnn(CC3CC3)c(=O)c2)C1)N1CCN(c2ccccn2)CC1` (stereo unspecified) gave KDM5B inh 13%.
Cc1ccc(NC(=O)CCc2c(C)nn(-c3ccc(N4CCOCC4)nn3)c2C)c(C)c1 was read as KDM5B inh 17%.
Cc1nnc(NC(=O)Nc2ccc(C)c(C)c2)s1 was read as KDM5B inh 8%.
Screening Cc1cnc(C(=O)NC2C[C@H]3CC[C@@H](C2)N3C(=O)C2CCCCC2)cn1 (stereo partly specified) returned KDM5B inh -6%.
`O=C(c1ccc2c(c1)CC(=O)N2Cc1ccccc1)N1CCN(C2CCCCC2)CC1` gave KDM5B inh -17%.
For Cc1cccc(C)c1-n1nnnc1SC(C(=O)N(C)C)c1ccccc1 (stereo unspecified) the results were KDM5B inh 15%.
`O=C(CCc1ncc(-c2ccc(Cl)cc2)o1)N1CCSCC1` gave KDM5B inh 11%.
Screening N#Cc1cccnc1N1CCN(Cc2ccc(F)c(F)c2)C(CCO)C1 (stereo unspecified) returned KDM5B inh 13µM*.
C#CC(C)(C)NS(=O)(=O)c1cccc2nsnc12 was read as KDM5B inh -13%.
Screening CCc1c(C)nn(CCNc2ncnc3c2c(C)nn3C)c1C returned KDM5B inh 19%.
Nc1c(C(=O)Nc2ccccc2Cl)c2ccccn2c1C(=O)c1ccccc1 was read as KDM5B inh -14%.
For CCOc1ccc(C2CC(=O)c3c([nH]c(C(=O)OC4CCCCCC4)c3C)C2)cc1 (stereo unspecified) the results were KDM5B inh -3%.
Screening COc1cccc(C(CC(=O)NC2CCCCC2)c2c[nH]c3ccccc23)c1OC (stereo unspecified) returned KDM5B inh -13%.
Screening Cc1ccc(C(C(=O)Nc2ccc3c(c2)OCCO3)N(C)C(=O)Cc2cccs2)cc1 (stereo unspecified) returned KDM5B inh 8%.
COc1cc(Cl)c(C)cc1Nc1nc2ccccc2n2cnnc12 was read as KDM5B inh -27%.
Cc1ccc(-n2ncc3c(NCC(C)C)ncnc32)c(C)c1 was read as KDM5B inh -30%.
For CCCNC(=O)N1CCN(Cc2nc(-c3ccc(OC)cc3)oc2C)CC1 the results were KDM5B inh 7%.
`CNC(=O)[C@@H]1C[C@H](Oc2ccccc2)CN1C(=O)c1cc(-c2ccc(C)cc2)n[nH]1` gave KDM5B inh 22%.
`Cc1cccc(-c2nnc3sc(NC(=O)c4cccc(F)c4)nn23)c1` gave KDM5B inh 8%.
For COc1cccc(Nc2nc3cc(C)ccc3nc2NS(=O)(=O)c2ccc(Cl)cc2)c1 the results were KDM5B inh inconclusive.
Screening Cc1nc(-c2ccc(CNC(=O)CN3CCN(c4ncccn4)CC3)cc2)no1 returned KDM5B inh -29%.
For O=S(=O)(NCc1csc(-c2ccccc2)n1)c1cccc(F)c1 the results were KDM5B inh -20%.
`COc1ccc(C2Cn3cnc(C(=O)N4CCC(C(=O)Nc5cc(C)cc(C)c5)CC4)c3CO2)cc1` (stereo unspecified) gave KDM5B inh 4%.
For Cc1ccc(Cl)cc1N1CCN(C(=O)c2cc3c(-c4ccccc4F)nn(C)c3s2)CC1 the results were KDM5B inh inconclusive.
C=CCNc1nc(C(=O)OC(C)C(=O)c2ccc3c(c2)CCC3)cs1 (stereo unspecified) was read as KDM5B inh 12%.
COc1cccc(NC(=O)CSc2nc3c(=O)[nH]cnc3n2C)c1 was read as KDM5B inh 13%.
Screening Cc1cccc(NCCC#N)c1C returned KDM5B inh 15%.
O=C(O)c1cc(-c2ccc[nH]2)nc2ccccc12 was read as KDM5B inh -21%.
For CCOc1ccc(-c2ccnc(N3CCOC(CN)C3)n2)cc1C(=O)O (stereo unspecified) the results were KDM5B inh 28µM*.
For CCOc1ccc(NC(=O)c2ccc3c(c2)N(CC)C2CCCN2C3=O)cc1 (stereo unspecified) the results were KDM5B inh inconclusive.
Screening NS(=O)(=O)c1ccc(CNC(=O)CCCSc2ccccc2)cc1 returned KDM5B inh -2%.
`COc1cc(-c2noc(-c3ccc(NCC4CCCO4)c([N+](=O)[O-])c3)n2)cc(OC)c1OC` (stereo unspecified) gave KDM5B inh -29%.
CCCN1CCCCC12Cc1ccccc1CN(C(=O)C1CCCC1)C2 (stereo unspecified) was read as KDM5B inh 50µM*.
`Cc1cccc(Nc2nnc(SCC(=O)c3ccc(Br)s3)s2)c1` gave KDM5B inh 7%.
OCC(O)CN1CCCC1 (stereo unspecified) was read as KDM5B inh -4%.
`CCCS(=O)(=O)Nc1cccc(-c2cn3ccc(C)cc3n2)c1` gave KDM5B inh inconclusive.
For Fc1ccc(F)c(NC2=NCCCCC2)c1 the results were KDM5B inh 26%.
`Cc1ccc(-c2cc(C(=O)N/N=C/c3ccc(F)cc3)n[nH]2)o1` gave KDM5B inh 88%[activator].
CCn1cc(CN2CCC([C@@H]3CNC[C@H]3CO)CC2)c(C)n1 was read as KDM5B inh -29%.
Screening COC(=O)c1ccc2c(c1)nc1n2[C@@H](CNC2CCC2)COC1 returned KDM5B inh -3%[86.2 µM].
`COc1ccc(-c2c(C#N)c(SCC(=O)Nc3ccc(C)cc3)nc(C)c2C(=O)Nc2ccccc2)cc1` gave KDM5B inh -20%.
For COc1ccc(NC(=O)CCNC(=O)Cn2ccc3ccccc3c2=O)cc1Cl the results were KDM5B inh -1%.
